High-throughput results from PubChem BioAssay.
KB-3-1 cytotox: KB-3-1 parental cell cytotoxicity; KB-3-1 viability, CellTiter-Glo ATP luminescence, 72 h; Potency, µM (highest dose often 46.1 µM), inactives show at the highest dose activity change, negative = cytotoxic, hits mostly cytotoxic; 400,000 compounds, 1.4% hits; AID 1347075; also: potency is read from the fitted curve at half-maximal effect; % is scaled to controls: 0 for no effect and ±100 for the full control effect; nearly all actives have a fitted effect of over 60% in size
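KB-3-1 cells, DMEM (no phenol red) + 10% FBS; compound by pin transfer, 72 h, 37 °C. Readout: CellTiter-Glo luminescence after 10 min. Data normalized, curve-fitted.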
ATXN viability: viability counter-screen for ATXN expression inhibitors; Potency, µM (series often up to 56.7 µM), hits mostly cytotoxic; S2 cells (HEK-293 line with an ATXN2-luciferase reporter) viability, CellTiter-Fluor protease fluorescence, 24 h; 400,000 compounds, 0.49% hits; also: potency is read from the fitted curve at half-maximal effect; nearly all actives have a fitted effect of over 40% in size
HepG2 viability: kills HepG2 cells in TGF-b inhibitor counter-screen | Potency, µM (highest dose often 46.1 µM), inactives show top-dose activity change, negative = cytotoxicity, actives largely listed as cytotoxic | 410,000 compounds, 0.76% hits | HepG2 CAGA-GFP viability, ATP luminescence, 18 h; also: potency is read from the fitted curve at half-maximal effect; some results filed as inactive show a strong effect at the top dose
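CellTiter-Glo luminescence gave cytotoxicity after 18 hours at 37 degrees C. The cells were HepG2 CAGA-GFP in 1% FBS DMEM, stimulated with 500 pg/mL TGF-beta after compound addition. %Activity was normalised to no-cell wells (complete cell-killing) and DMSO (no toxicity), and curves were fitted and classified.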
HT1080 IDH1KD tx: kills HT-1080 cells with IDH1 knockdown. HT-1080 IDH1 knockdown viability, ATP luminescence, 48 h. Potency, µM (doses to about 46.1 µM), for the others: at the highest dose activity, negative = toxicity, hits mostly cytotoxic. 360,000 compounds, 2% hits;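 also: potency is read from the fitted curve at half-maximal effect; 0% = DMSO wells and -100% = cell-free medium wells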
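CellTiter-Glo luminescence after 48 h compound exposure at 37 degrees C of IDH1-knockdown HT-1080 cells in 5% FBS RPMI. %Activity scaled between DMSO wells and cell-free media wells, with curves fitted and assigned curve classes.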
SW480 rereplic: induces DNA re-replication in SW480 colon adenocarcinoma cells | SW480 DNA re-replication, Hoechst DNA content imaging, 48 h | Potency, µM (doses to about 46.1 µM), for the others: top-dose re-replication activation, most hits filed as activators | 340,000 compounds, 1.8% hits; also: potency is read from the fitted curve at half-maximal effect; % of control where 0% means no effect; nearly all actives have a fitted effect of over 55% in size
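Treated cells incubate 48 hr (37 C, 5% CO2), are stained 40 min with Hoechst, and nuclear fluorescence is enumerated; a rise in nuclei with high DNA signal marks re-replication.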
IL1B secr inh: inhibitors of inflammasome signaling (IL-1 beta secretion); THP-1 LPS/ATP IL-1B secretion, AlphaLISA, 16 h; stronger effect = lower value; activity change, % at 57.5 µM; 360,000 compounds, 4.7% hits; AID 743279; in the data active = activity change below about -50%; inconclusive = mostly about -30% to -49%; also: % is scaled to controls: 0 for no effect and ±100 for the full control effect
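THP-1 cells pretreated 1 hr with compounds (up to 57.5 uM final), then stimulated with LPS (250 ng/mL final) plus ATP (1.25 mM final); secreted IL-1B measured by AlphaLISA after 16 hr, decreased signal indicating inhibition.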
ATXN2 expr inh: ATXN2 expression inhibition. 360,000 compounds, 0.72% hits. HEK-293 ATXN2-luciferase reporter, luminescence, 24 h. Potency, µM (doses to about 57 µM), for the others: top-dose activity change, negative = inhibition, actives largely listed as inhibitors; also: potency is read from the fitted curve at half-maximal effect; % is scaled to controls: 0 for no effect and ±100 for the full control effect; nearly all actives have a fitted effect of over 55% in size
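ATXN2-luciferase reporter cells (luciferase flanked by upstream and downstream ATXN2 gene portions) were treated 24 h at 37 °C with compounds at up to 57 uM. SteadyGlo luminescence gave expression; GF-AFC fluorescence gave viability.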
MCF10A rerep: DNA re-replication induction in MCF 10a cells | MCF 10A DNA re-replication, Hoechst nuclear intensity, 48 h | Potency, µM (doses to about 46.1 µM), for inactives: top-dose activity, positive = re-replication, most hits filed as activators | 350,000 compounds, 2.9% hits; also: potency is read from the fitted curve at half-maximal effect; % of control where 0% means no effect; nearly all actives have a fitted effect of over 50% in size
HT1080NT lethal: kills 2HG-producing HT-1080-NT fibrosarcoma cells | HT-1080-NT fibrosarcoma viability, CellTiter-Glo ATP luminescence, 48 h | Potency, µM (titrated, usually from 46.1 µM), for the others: at the top dose activity, negative = less viability, usual class: cytotoxic | 360,000 compounds, 1.6% hits | AID 686970;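 also: NT is the 2HG producing partner of a matched IDH1 knockdown line; potency is read from the fitted curve at half-maximal effect; 0% = DMSO-treated cells and -100% = media-only wells without cells; nearly all actives have a fitted effect of over 55% in size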
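Viability of the 2HG-overproducing fibrosarcoma line after 48 hours of compound exposure at 37 degrees C was determined by luminescence with CellTiter-Glo, and concentration-effect curves were then fitted and categorized.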
An asterisk follows results filed as active; i = inactive; ? = inconclusive; nt = no result given; & = joins results of further samples; [ ] = remark or other dose. Unless noted, calls follow the shape of the dose curve; as a rule, active = well fitted curve in the direction sought with a large enough effect; inconclusive = small, poorly fitted or top-dose-only effect, or another doubt; inactive = no such curve, though single readings can be large; an effect the other way counts as inactive or inconclusive.

No.	structure	KB-3-1 cytotox	ATXN viability	HepG2 viability	HT1080 IDH1KD tx	SW480 rereplic
1	COc1ccccc1S(=O)(=O)N(C)C[C@@H]1Oc2ncc(-c3ccc(C)cc3)cc2C(=O)N([C@H](C)CO)C[C@@H]1C	0%	i	-6%	-12%	nt
2	CC(C)CN(CC(C)C)C(=O)CN1C(=O)NC2(CCCc3ccccc32)C1=O (configuration not stated)	6%	i	-1%	-16%	-1%
3	CC(=O)c1sc(Nc2nc(C)cc(C)n2)nc1C	?	i	-5%	-1%	?
4	Cc1ccc(-n2nnc(-c3cnc4ccccc4c3)n2)cc1	0%	i	-15%	-1%	-33%[inhibitor]
5	O=C(O)c1cc(S(=O)(=O)N2CCN(S(=O)(=O)c3ccccc3)CC2)ccc1Cl	-7%	i	4%	9%	-8%
6	CC1CCCCN1CCCNC(=O)c1c(O)nc2ccccn2c1=O (configuration not stated)	12%	i	5%	15%	-1%
7	CC1(C)Cc2c(sc3nc(SCC(=O)O)[nH]c(=O)c23)CO1	0%	i	0%	5%	-2%
8	COc1ccccc1C=NC(CO)C(O)c1ccc([N+](=O)[O-])cc1 (configuration not stated)	4%	i	-8%	0%	-4%
9	Nc1cc(S(=O)(=O)Nc2ccccc2Cl)ccc1N1CCOCC1	?	i	-29%	1%	-2%
10	Cc1ccccc1CN(C)C(=O)CNC(=O)c1ccc2ccccc2c1	1%	i	-12%	-1%	-4%
11	O=C1CCc2cc(NS(=O)(=O)c3ccccc3)cc3c2N1CC3	-12%	i	-19%	4%	-60%[inhibitor]
12	O=c1c2ccccc2c(C=Nc2cccc(O)c2)c(O)n1-c1ccc2c(c1)OCO2	?	?	-79%	1%	?
13	Cc1cc(C)cc(NC(=O)CN2C(=O)c3ccccc3C2=O)c1	10%	i	19%	6%	-5%
14	CCOC(=O)C1CCN(Cc2c(C(=O)N3CCOCC3)nc3c(C)cccn23)CC1	?	i	-70%	0%	0%
15	COC(=O)C1=C(O)/C(=C\c2ccc(OCC(=O)Nc3ccccc3)cc2)N=C1C	-3%	i	-1%	1%	1%

No.	IL1B secr inh	ATXN2 expr inh	MCF10A rerep	HT1080NT lethal
1	-13	-12%	nt	-6%
2	-5	-8%	-3%	-23%
3	-12	12%	-10%	-2%
4	44	68%[activator]	-9%	2%
5	6	8%	-12%	8%
6	2	6%	-2%	7%
7	-8	3%	2%	11%
8	17	-1%	-3%	-6%
9	11	nt	0%	-7%
10	-12	4%	-14%	10%
11	14	12%	10%	-8%
12	?	-34%	15µM*	-6%
13	19	8%	-7%	3%
14	9	9%	-3%	9%
15	-10	nt	-3%	-1%

Three entries already listed, ordered by number of heavy atoms, lowest first:
No.	structure	KB-3-1 cytotox	ATXN viability	HepG2 viability	HT1080 IDH1KD tx	SW480 rereplic
4	Cc1ccc(-n2nnc(-c3cnc4ccccc4c3)n2)cc1	0%	i	-15%	-1%	-33%[inhibitor]
13	Cc1cc(C)cc(NC(=O)CN2C(=O)c3ccccc3C2=O)c1	10%	i	19%	6%	-5%
15	COC(=O)C1=C(O)/C(=C\c2ccc(OCC(=O)Nc3ccccc3)cc2)N=C1C	-3%	i	-1%	1%	1%

No.	IL1B secr inh	ATXN2 expr inh	MCF10A rerep	HT1080NT lethal
4	44	68%[activator]	-9%	2%
13	19	8%	-7%	3%
15	-10	nt	-3%	-1%

The results go on.
No.	structure	KB-3-1 cytotox	ATXN viability	HepG2 viability	HT1080 IDH1KD tx	SW480 rereplic
16	COc1ccccc1Nc1ncc(C(C)=O)c(C)n1	-1%	i	-2%	4%	4%
17	Cc1nc(C(F)(F)F)ccc1C(=O)N1CCC1(C)C(=O)NS(=O)(=O)c1cccc(Cl)c1 (configuration not stated)	0%	i	16%	?	nt
18	CC1CCCCC1NC(=O)Cn1cccc1C(=O)c1ccccc1 (configuration not stated)	4%	i	4%	3%	-2%
19	CCCN(CCC)C(=O)c1cc2c(=O)n3cccc(C)c3nc2s1	-10%&-2%	i	-17%&-26%	-3%	19%
20	c1cnc(NC2C3CC4CC(C3)CC2C4)nc1 (configuration not stated)	-5%	i	-1%	1%	-8%
21	C#CCN(C[C@H]1[C@H](OC(=O)NCc2ccco2)[C@H](OC(=O)NCc2ccco2)C[C@H]2C(=O)N(c3ccccc3)C(=O)[C@@H]12)S(=O)(=O)c1ccc(C)cc1	7%	i	-1%	16%	nt
22	CC(Oc1ccccc1Cl)C(=O)Nc1ccccc1C(=O)N1CCOCC1 (configuration not stated)	19%	?	8%	13%	-12%
23	Cc1ccc(NC(=O)c2ccc([N+](=O)[O-])o2)cc1S(=O)(=O)N1CCOCC1	?	i	-55%	6.5µM*	1.5µM*
24	CC(=O)Nc1cccc(-c2ccnc3c2CC(C)(C(=O)Nc2ccc(Cl)cc2)O3)c1 (configuration not stated)	2.3µM*	?	-6%	4.1µM*	nt
25	O=C(NNC(=O)c1ccc(-n2cncn2)c([N+](=O)[O-])c1)c1ccccc1	1%	?	2%	2%	-3%
26	Cc1cc(C)n(CCC(=O)N2CCCC(N3CCN(c4cccc(Cl)c4)CC3)C2)n1 (configuration not stated)	nt	i	3%	-1%	0%
27	C(=N\Nc1nc2ccccc2[nH]1)/c1ccccn1	-80%	?	-83%	18µM*	?
28	Cc1ccc(Cl)cc1NC(=O)c1ccc(Cn2cc(Cl)cn2)cc1	-33%	i	12%	?	10%
29	CC12CCC(=O)N1C(C(=O)Nc1nc3ccccc3s1)CS2 (configuration not stated)	-1%	i	-2%	-3%	-7%
30	COc1cccc(CNC(=O)C2CCCN(S(=O)(=O)c3ccc4c(c3)C(C)(C)C(=O)N4C)C2)c1 (configuration not stated)	-4%	i	3%	-1%	7%

No.	IL1B secr inh	ATXN2 expr inh	MCF10A rerep	HT1080NT lethal
16	-20	48%[activator]	6%	-3%
17	13	5%	nt	16%
18	3	11%	5%	4%
19	15	-2%&4%	?	-3%
20	17	1%	-2%	1%
21	-8	20%	nt	0%
22	i	0%	?	4%
23	-94*	?	2.1µM*	?
24	-20	?	nt	9.2µM*
25	-7	-12%	-3%	0%
26	24	-1%	1%	1%
27	110	nt	-2%	?
28	?	?	?	?
29	1	nt	1%	0%
30	-3	1%	-3%	5%

Continued.
No.	structure	KB-3-1 cytotox	ATXN viability	HepG2 viability	HT1080 IDH1KD tx	SW480 rereplic
31	CCOc1ccc(NCCC(O)c2ccc(F)cc2)cc1 (configuration not stated)	2%	i	1%	0%	0%
32	COc1ccc(NC(=O)C(NC(=O)CC2NC(=O)NC2=O)c2ccccc2)cc1 (configuration not stated)	2%	i	5%	7%	0%
33	CCC(=O)N1c2ccccc2CC1C(=O)NCCc1ccccc1C (configuration not stated)	-1%	i	-46%	nt	nt
34	CCc1ccc(OCC(O)CN2CCC(CN3C(=O)c4cccc5cccc(c45)C3=O)CC2)cc1 (configuration not stated)	23µM*	nt	-8%	8%	-1%
35	O=C(C1=C[C@@H](c2csc3ccccc23)C[C@@H](OCc2ccc(CO)cc2)O1)N1CCN(Cc2ccc3c(c2)OCO3)CC1	?	?	-13%	?	?
36	CC(C)(C)c1ccc(S(=O)(=O)NC(=O)C2(C)CCN2C(=O)Cc2cccs2)cc1 (configuration not stated)	0%	i	1%	18%	nt
37	CN(C)S(=O)(=O)c1ccc(C(=O)Nc2ccccc2F)cc1	3%	i	-7%	0%	1%
38	CCOC(=O)c1cnn(-c2ccccc2)c1-n1cccc1C(=O)C(=O)Nc1ccccc1	-11%	i	0%	-1%	8%
39	CCOCCCNC(=S)N(CCO)Cc1cc2cc3c(cc2[nH]c1=O)OCCO3	7%	i	5%	-11%	4%
40	CC(C)CN(/C=N/c1sc2c(c1C#N)CCCCC2)CC(C)C	-3%	i	-13%	6%	-6%
41	COc1ccc(NC(=O)Nc2ccc3c(c2)C(=O)N([C@H](C)CO)C[C@H](C)[C@@H](CN(C)S(C)(=O)=O)O3)cc1	11%	i	6%	10%	-3%
42	O=C(O)CCN1C(=O)/C(=C/c2cn(-c3ccccc3)nc2-c2cccs2)SC1=S	-15%	i	-2%	-16%	-11%
43	CCN(CC)S(=O)(=O)c1ccc(C(=O)Nc2nnc(C(C)C)s2)cc1	-1%	i	-11%	-2%	-6%

No.	IL1B secr inh	ATXN2 expr inh	MCF10A rerep	HT1080NT lethal
31	-17	4%	1%	6%
32	0	-13%	0%	12%
33	nt	-6%	nt	nt
34	-10	25µM*	-11%	-1%
35	?	?	?	-21%
36	-2	0%	nt	22%
37	4	7%	-6%	-2%[9.24 µM]
38	0	47%[activator]	3%	-5%
39	14	-3%	-1%	0%
40	16	nt	2%	9%
41	24	6%	-17%	19%
42	16	-5%	-13%	-7%
43	2	2%	5%	15%

5 compounds from above, ordered by the number in SW480 rereplic, smallest number first:
| No. | mol | SW480 rereplic |
| --- | --- | --- |
| 40 | CC(C)CN(/C=N/c1sc2c(c1C#N)CCCCC2)CC(C)C | -6% |
| 34 | CCc1ccc(OCC(O)CN2CCC(CN3C(=O)c4cccc5cccc(c45)C3=O)CC2)cc1 (configuration not stated) | -1% |
| 31 | CCOc1ccc(NCCC(O)c2ccc(F)cc2)cc1 (configuration not stated) | 0% |
| 37 | CN(C)S(=O)(=O)c1ccc(C(=O)Nc2ccccc2F)cc1 | 1% |
| 38 | CCOC(=O)c1cnn(-c2ccccc2)c1-n1cccc1C(=O)C(=O)Nc1ccccc1 | 8% |
